KLF5 inh = kruppel-like factor 5 inhibition; DLD-1 KLF5 promoter-luciferase reporter, luminescence; inhibition, % at 5 µM; actives 0.23% (n = 290,000); AID 1700;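 active = inhibition above a per-plate limit of that plate's mean compound inhibition plus 3 SD, cut at about 60% in these data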;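 note: 0% = DMSO wells and 100% = LY294002 at 200 µM; higher means less KLF5 promoter-driven luciferase light; inactives centre near -14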
HIF activator = HIF pathway transcriptional activation; U2OS HRE-luciferase reporter, luminescence; normalized: DMSO 0%, desferrioxamine 100%; activation, % at 7.5 µM (by protocol); AID 1910; actives 0.32% (n = 300,000);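 active = mean activation of at least 10% of the iron chelator positive control signal, with at least half of replicates also reaching 10%; inconclusive = mean and replicate majority disagree about reaching 10%; inactive = mean and most replicates under 10%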
SKKanGAS inh = SKKanGAS growth inhibition | S. pyogenes SKKanGAS, kanamycin growth, BacTiter-Glo, 6 h | inhibition, % at 7.5 µM | actives 1.3% (n = 300,000);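 active = mean replicate score, as percent of positive control median, at least 50; inconclusive = mean below 50 but one replicate at or above 50; inactive = mean and every replicate below 50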;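 note: strain carries kanamycin resistance gene driven by streptokinase promoter and grows in 40 µg/ml kanamycin; loss of luminescence reflects streptokinase promoter inhibition or plain growth inhibition; 0% = median of DMSO wells and 100% = positive control at its reference dose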
IEC-6 tox = kills IEC-6 intestinal cells in KLF5 counter-screen; IEC-6 cytotoxicity, luminescence viability; inhibition, % at 5 µM; actives 0.78% (n = 290,000); in the data active = inhibition above about 22%;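 note: 0% = plate median of test compound wells and 100% = cytotoxic reference compound wells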
HSP90 refold inh = HSP90 refolding inhibition in rabbit reticulocyte lysate | luciferase refolding luminescence, 3 h | actives 0.91% (n = 290,000) | inhibition, % at 5.6 µM;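 active = inhibition above the screen-wide mean plus 3 SD, computed separately per campaign, cut at about 16% in these data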;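 note: 0% = DMSO wells and 100% = 60 µM geldanamycin wells; inhibitors lower the luminescence because luciferase stays unfolded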
AI-2 QS mod = modulates the Vibrio harveyi AI-2 quorum sensing system; Vibrio harveyi JMH597 AI-2 luminescence/OD600 ratio, 9 h; active compounds read low; strain lacks LuxN and CqsS sensors; 0 = neutral-control median; activity change, % at 7.5 µM; actives 0.4% (n = 300,000); AID 2094; in the data active = activity change below about -75%, passing the limit was not always enough; inconclusive = no clear call, values can overlap the other calls;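 note: luminescence divided by OD600 gain over 9 h not by final OD600 alone; inactives centre near 13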
aSyn 5UTR inh = MLPCN primary screen, SNCA 5' untranslated region; AID 1813; inhibition, % (tested at 7.5 µM); alpha-synuclein 5'UTR reporter, inhibitor activity; actives 0.82% (n = 300,000); in the data active = inhibition above about 60%; inconclusive = no clear call, values can overlap the other calls;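 note: H4 neuroglioblastoma cells stably carrying SNCA 5'UTR luciferase fusion; 0% = DMSO wells and 100% = positive control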
Platelet DG rel = modulates dense granule release in human platelets; human platelet-rich plasma, SFLLRN dense granule ATP release, luminescence; inhibition, %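 (compounds screened at 7.5 µM in platelet-rich plasma)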; actives 0.22% (n = 300,000);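 active = mean replicate score, as percent of positive control, at or above 50; inconclusive = mean below 50 but at least one replicate at or above 50; inactive = mean and every replicate below 50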
HSF-1 act = increases HSF-1 driven luciferase reporter signal; activation, % at 9 µM; NIH3T3-HGL HSF-1 luciferase reporter, MG132, 8 h; 100% = twice DMSO control signal; actives 1.7% (n = 300,000);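 active = mean replicate activation of at least 50% with a set share of replicates each reaching 50%; inconclusive = only one of those two conditions met; inactive = mean below 50% and too few replicates reaching it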;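 note: 0% = median of the neutral control wells and 100% = twice that signal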
HSF1 inh = HSF1 inhibition. NIH3T3-HGL HSE-luciferase, MG132-induced, luminescence 8 h; active compounds read low. activity change, negative = inhibition, % at 7.5 µM (by protocol). actives 0.77% (n = 300,000). AID 2098;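 active = more than half of replicate wells show activity change below -50%, luminescence cut by over half; inconclusive = some wells, but at most half, below -50%; inactive = no replicate well below -50%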;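 note: luciferase reports HSF-1 transcriptional activity via heat shock element; 0% = median of DMSO wells and -100% = zero luminescence signal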
* hit, by the source's call; ? = inconclusive; . = no result given.

canonical_smiles	IEC-6 tox	KLF5 inh	SKKanGAS inh	Platelet DG rel	HSP90 refold inh	HSF1 inh	HIF activator	AI-2 QS mod	HSF-1 act	aSyn 5UTR inh
CCS(=O)(=O)c1ccc2oc(SCC(=O)Nc3ccc(OC)cc3)nc2c1	-10	-50	4	1	-2	2	1.3	17	-4	-31
CCOC(=O)c1cnn(-c2ccc(Cl)cc2)c1C1CCN(C(=O)OC(C)(C)C)CC1	1	-28	7	0	3	2	-0.4	39	1	15
O=C(c1cnc2n(c1=O)CCS2)N1CCc2ccccc21	0	-35	-5	18	-1	-9	-0.3	10	-8	-13
O=C(Nc1nnc(-c2ccco2)s1)C1CCN(S(=O)(=O)c2ccc(Cl)cc2)CC1	-8	-29	9	4	-2	2	-0.2	24	-7	19
N#Cc1cc(C(=O)Cc2ccccc2)c[nH]1	-3	-1	-1	3	-3	3	-0.2	19	-8	-21
Cc1ccc(OCC(=O)OCCN2C(=O)c3ccccc3C2=O)cc1C	11	-8	-3	-9	2	-1	-0.6	7	-6	10
O=C(O)CSc1nnc(-c2ccncc2)n1Cc1ccccc1	7	-43	0	1	5	-3	-0.9	31	28	1
CC(=O)N1N=C(N)SC1(C)C	-3	-14	2	10	-1	-4	-0.5	18	-1	-1
CCCn1c(SCc2nc(N)nc(N3CCCCC3)n2)nc2c1c(=O)n(C)c(=O)n2C	-2	-15	5	0	2	5	-0.3	32	-1	7
COc1cccc(C(=O)Nc2nc(-c3ccncc3)cs2)c1	-4	-45	-5	2	0	-1	0.0	11	3	-23
COc1ccccc1-c1c(C)nn2c(NCCN3CCCC3)cc(C)nc12	4	-1	0	-7	1	-2	0.4	9	-4	-39
O=C(NC1CC(=O)N(c2ccc3c(c2)OCCO3)C1)N1CCC(O)CC1 (configuration not stated)	.	.	-4	2	.	-3	0.4	4	-1	-12
Cc1ccc(CN(c2ccc(C(=O)NCc3ccccn3)cc2)S(C)(=O)=O)cc1	2	5	1	3	0	1	-0.5	.	14	-4
O=C(CCC(=O)N1CCN(Cc2ccc(F)cc2)CC1)Nc1nnc(C2CCCCC2)s1	-4	-5	-3	-19	4	-1	0.1	7	-5	5
Cn1nc(C(C)(C)C)c([N+](=O)[O-])c1C(N)=O	6	-13	1	-6	6	0	0.0	33	4	21
Cc1cc(C(=O)NCCc2ccc(Cl)cc2)n(-c2ccccc2)n1	-3	-30	-7	-3	-1	16	-0.2	10	26	-4
COc1ccc(-n2c(=O)cc(N3CCCCCC3)[nH]c2=O)cc1	-1	-7	-13	-3	3	-7	0.0	13	-3	-29
COc1ccc(Cn2nnnc2C(c2cc3cccc(C)c3[nH]c2=O)N2CCOCC2)cc1 (configuration not stated)	-2	-10	-3	-2	-1	-1	-0.2	37	-12	-11
Nc1sccc1C(=O)c1ccc(Cl)cc1	-3	0	0	3	3	7	0.1	-16	22	-120
CN(CC(=O)Nc1ccc(F)cc1)c1ccc(S(=O)(=O)N2CCCC2)cn1	2	27	2	0	2	-2	-0.8	11	10	23
CCCS(=O)(=O)c1nc(S(=O)(=O)c2ccc(C)cc2)c(NCCN2CCOCC2)s1	2	-3	-9	5	-1	1	-0.2	10	-4	6
COc1cccc(CNS(=O)(=O)c2c(C(=O)N3CCCCCC3)c(C)n(C)c2C)c1	8	-2	-1	-1	-2	-1	-0.1	9	-9	23
C=CCN(CC(=O)Nc1c(C)cccc1CC)C(=O)SCCC	-6	-16	0	12	-4	-7	0.4	3	7	-1
Cc1ccc(C(=O)COC(=O)CN2C(=O)C3CC=CCC3C2=O)cc1[N+](=O)[O-] (configuration not stated)	-8	3	-10	-9	1	-1	-0.4	-2	8	4
CN(C(=O)CO/N=C/c1ccc(OC(F)F)cc1)C1CCS(=O)(=O)C1 (configuration not stated)	-3	-7	-9	-10	0	6	-0.1	25	2	-33

Brought forward from above: six entries; new compounds follow.
canonical_smiles	IEC-6 tox	KLF5 inh	SKKanGAS inh	Platelet DG rel	HSP90 refold inh	HSF1 inh	HIF activator	AI-2 QS mod	HSF-1 act	aSyn 5UTR inh
CN(CC(=O)Nc1ccc(F)cc1)c1ccc(S(=O)(=O)N2CCCC2)cn1	2	27	2	0	2	-2	-0.8	11	10	23
CCCS(=O)(=O)c1nc(S(=O)(=O)c2ccc(C)cc2)c(NCCN2CCOCC2)s1	2	-3	-9	5	-1	1	-0.2	10	-4	6
COc1cccc(CNS(=O)(=O)c2c(C(=O)N3CCCCCC3)c(C)n(C)c2C)c1	8	-2	-1	-1	-2	-1	-0.1	9	-9	23
C=CCN(CC(=O)Nc1c(C)cccc1CC)C(=O)SCCC	-6	-16	0	12	-4	-7	0.4	3	7	-1
Cc1ccc(C(=O)COC(=O)CN2C(=O)C3CC=CCC3C2=O)cc1[N+](=O)[O-] (configuration not stated)	-8	3	-10	-9	1	-1	-0.4	-2	8	4
CN(C(=O)CO/N=C/c1ccc(OC(F)F)cc1)C1CCS(=O)(=O)C1 (configuration not stated)	-3	-7	-9	-10	0	6	-0.1	25	2	-33
COc1ccc(OC)c(/C=N/NC2=NS(=O)(=O)c3ccccc32)c1	5	-19	1	1	2	-5	0.1	9	-20	19
CC(Sc1nc(-c2ccccc2)cc(C(F)(F)F)n1)C(=O)NCc1ccco1 (configuration not stated)	0	-35	1	1	5	8	-0.2	26	20	5
O=C(Nc1nccs1)c1ccc(N2CCOCC2)c([N+](=O)[O-])c1	4	-135	-7	-14	4	17	3.0	-8	26	-80
Cc1c(C(=O)O)sc2ncnc(N3CCCCC3C)c12 (configuration not stated)	-5	-14	12	1	-3	2	-0.1	24	-14	1
CCN(CC)S(=O)(=O)c1cccc(NC(=O)CN(C)C2CCCCC2)c1	4	-18	-3	7	4	-2	-0.1	5	-2	-7
COCCN1CCN(C(=O)c2cc(COc3ccc(F)cc3Cl)on2)CC1	-1	-36	2	6	-2	-1	-0.8	-8	7	-1
CCc1c(SCCC(=O)O)nc2ccccc2c1C	3	4	-18	2	2	-7	-0.9	9	1	15
CC(C)(C)n1ncc2c(=O)n(CC(=O)c3ccc(Cl)cc3)cnc21	1	-94	-11	1	-5	25	2.5	4	?	-197
CCOC(=O)C(NC(C)=O)(Nc1ccc(S(=O)(=O)Nc2onc(C)c2C)cc1)C(F)(F)F (configuration not stated)	1	7	0	5	3	-6	0.0	13	-8	1
COC(CNC(=O)c1ccc2c(c1)nc(C)n2-c1cc(C)cc(C)c1)OC	-3	-43	4	0	-1	0	-0.3	25	2	3
O=c1cc(O)c2sc(Nc3ccc(F)cc3)nc2[nH]1	8	-7	7	-11	6	2	-0.1	42	-3	-11
O=C(N/N=C/c1ccc(O)c(O)c1)c1cccc(S(=O)(=O)N2CCCC2)c1	.	.	6	4	.	0	-0.4	23	-8	-24
C=CCOC(=O)C1=C[C@@H](c2ccccc2)[C@H](CCCO)[C@@H](OCC)O1	8	-12	-3	10	5	1	-0.1	19	-20	26
CC1(C)Cc2c(c(N3CCOCC3)nc3sc4c(NCCN5CCOCC5)nnnc4c23)CS1	7	2	4	5	5	-5	-1.0	9	-4	22
CCOC(=O)[C@@H]1[C@H]2COc3ccc(Br)cc3[C@H]2N2C(=O)N(c3ccc(Cl)cc3)C(=O)[C@@]12C	0	-21	9	-10	1	-6	1.1	1	7	-19
CC12CCC(=O)N1C(C(=O)Nc1cccc3ccccc13)CS2 (configuration not stated)	.	.	-1	-3	.	40	-1.4	25	70*	-2
Cc1ccsc1C(=O)OCC(=O)Nc1ccc(Cl)cc1C(F)(F)F	-2	-3	-11	-4	-1	3	0.0	-3	8	-3
COc1ccc(CCNC(=O)Cc2cccs2)cc1OC	-2	-30	-1	-2	-2	-6	0.1	28	-8	-3
Cc1cc(C)cc(N(CC(=O)NCc2ccco2)C(=O)CCC(=O)Nc2nccs2)c1	3	-6	-15	-1	2	0	0.0	12	-9	10
Cc1ccc(/C=C/C2=NN(Cc3ccccc3Cl)C(=O)CC2)cc1	5	-2	27	0	6	-5	-0.2	16	-22	3
O=C(CCN1CCN(C(=O)c2ccccc2)CC1)c1ccc(Br)cc1	-3	-17	2	-12	6	13	0.1	16	21	0
O=C(C1CC1)N(Cc1ccco1)c1nc(-c2ccccc2)cs1	7	-54	21	-12	1	26	0.5	-3	?	-45
COc1ccccc1N1CCN(c2ccc([N+](=O)[O-])cn2)CC1	10	-11	-15	2	0	2	1.0	8	22	-19
O=C(Cn1nnc(-c2cccs2)n1)NCCc1ccccc1	-5	-38	12	-1	-5	-1	-0.2	8	-3	-15
Cc1ccsc1C(=O)OCC(=O)Nc1c(Cl)cccc1C(F)(F)F	-2	-6	-2	-1	1	0	0.5	22	7	17
Cc1ccc(NCC(=O)N/N=C\C(Br)=C\c2ccccc2)cc1	1	-8	17	2	2	110	6.2	2	145*	-65
CCOn1c(SCC)nc2ccccc2c1=O	-3	-1	3	11	5	-1	-0.6	20	-5	0
CCC(C)NC(=O)CSC1=Nc2ccccc2C2=NC(CC(=O)NCc3ccccc3)C(=O)N12 (configuration not stated)	11	-13	-3	1	2	-5	-0.2	9	6	20
